# Assay outcomes (PubChem)
# FLuc inhib CS: inhibits firefly luciferase, flagging false hits in luciferase inhibition screens | AID 1006 | inhibition, % at 10 µM | 1.5% of 200,000 active | ATPLite firefly luciferase biochemical luminescence, 10 min;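 active means inhibition above about 50% when tested at 10 µM, limit read from the data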
# Target sequence (P08659 whole entry, looked up): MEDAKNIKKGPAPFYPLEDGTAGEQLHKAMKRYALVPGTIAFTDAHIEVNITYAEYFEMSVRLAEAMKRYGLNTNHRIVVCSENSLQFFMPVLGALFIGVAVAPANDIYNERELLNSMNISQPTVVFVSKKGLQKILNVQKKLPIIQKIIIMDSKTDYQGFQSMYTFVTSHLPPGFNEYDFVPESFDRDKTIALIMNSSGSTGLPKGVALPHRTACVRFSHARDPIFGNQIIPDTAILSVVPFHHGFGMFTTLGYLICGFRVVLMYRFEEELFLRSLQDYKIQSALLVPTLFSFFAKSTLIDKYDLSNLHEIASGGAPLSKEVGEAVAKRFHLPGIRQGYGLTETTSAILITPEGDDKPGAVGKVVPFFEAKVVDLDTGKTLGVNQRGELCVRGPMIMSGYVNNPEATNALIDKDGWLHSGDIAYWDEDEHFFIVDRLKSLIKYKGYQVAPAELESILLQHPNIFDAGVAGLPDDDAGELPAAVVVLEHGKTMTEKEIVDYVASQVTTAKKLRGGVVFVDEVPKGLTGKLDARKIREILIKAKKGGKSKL
# Hsp70 activator: switches on Hsp70 transcription; activation, % at 10 µM; AID 1203; 0.04% of 200,000 active; HeLa Hsp70 promoter luciferase reporter, luminescence; scaled: vehicle 0, proteasome-inhibitor control 100%;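 active means activation above the mean across all tested compounds plus 3 SD, cutoff set per campaign, cut at about 5.5% in these data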;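 further: 100% = MG132 at 30 µM as the positive control and 0% = DMSO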
# STAT3 inh: reduces IL-6 driven STAT3 reporter signal; U3A cells, IL-6 STAT3-luciferase reporter, luminescence; host cell line lacks STAT1; inhibition, % at 5.5 µM; 0.89% of 190,000 active; AID 862;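 active means inhibition above the mean inhibition across all screened compounds plus 3 SD, cut at about 44% in these data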;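 further: 0% = DMSO only wells and 100% = 100 µM nifuroxazide control wells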
# APP 5'UTR act: APP 5'UTR luciferase reporter activation. SH-SY5Y APP 5'UTR luciferase reporter, luminescence; zero percent = DMSO vehicle wells. activation, % at 2 µM. 1% of 190,000 active;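 active means activation above a set limit, based on mean plus 3 SD of controls, cut at about 140% in these data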; further: values of inactives mirror those of a sister screen read the other way
# STAT1 act: increases IFN-gamma driven STAT1 reporter signal; NIH 3T3 STAT1-luciferase reporter, luminescence; 100% = IFN-gamma alone, no compound; activation (% of control), % at 5.5 µM; 2.6% of 200,000 active;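 active means activation above the screen-wide mean activation plus 3 SD, cut at about 130% in these data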;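 further: raw ratio to IFN-gamma control signal so 100% means no change and 0% no light; values of inactives mirror those of a sister screen read the other way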
# STAT1 inh: inhibitors of IFN-gamma induced STAT1 signaling. NIH 3T3 STAT1-luciferase reporter, luminescence. inhibition, % at 5.5 µM. 0.35% of 200,000 active;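 active means inhibition above a set limit, the mean inhibition across all tested compounds plus 3 SD, cut at about 34% in these data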;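 further: 0% = IFN-gamma with DMSO and 100% = IFN-gamma with 300 µM nifuroxazide; values of inactives mirror those of a sister screen read the other way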
# STAT3 act: STAT3 signaling activation | activation (% of control), % at 5.6 µM | 0.91% of 190,000 active | U3A cells, IL-6 STAT3-luciferase reporter, luminescence; 100% = signal with IL-6 EC80 alone;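 active means activation above the screen-wide mean of compound activation plus 3 SD, cut at about 130% in these data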;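 further: 0% = background luminescence of wells with medium and substrate only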
#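 Assay system – human STAT1-deficient U3A cells with stable STAT3-luciferase reporter · Also added – IL-6 (33 ng/mL) · Schedule – compound 1 h, then IL-6 6 h at 37 °C · Technique – reporter luminescence signal · Evaluation – % activation versus median of IL-6-stimulated wells · Benchmarks – IL-6-only wells as 100% reference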
# NF-kB neuron act: NF-kB expression increase, human neuronal cells; NF-kB reporter expression; active compounds read high; 1.6% of 190,000 active; AID 1239; fold change at 12.5 µM; in the data active means fold change above about 3.3
# APP transl inh: APP translation inhibition | inhibition, % at 2 µM | 0.82% of 190,000 active | AID 1285 | SH-SY5Y APP 5'UTR-luciferase reporter, luminescence;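 active means inhibition above a set limit, derived from the sample mean plus 3 SD, cut at about 45% in these data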; further: values of inactives mirror those of a sister screen read the other way
# RAM inhibit: inhibitors of the yeast RAM network; inhibition, % at 50 µM; S. cerevisiae dse1pr::URA3 reporter, 5-FOA growth OD615, 2 d; analog-sensitive cbk1-as2 kinase mutant strain; 1.8% of 190,000 active;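 active means inhibition above a set limit, 3 SD over mean compound inhibition, cut at about 8.4% in these data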;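 further: 0% = DMSO-only wells with no growth and 100% = 10 µM 1-NA-PP1 full growth; inhibition rescues growth on 5-FOA so higher OD means more RAM inhibition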
# The depositor's hits bear a star; . = not tested or not shown.
1: CCOC(=O)CN(C#N)c1nc(N(C)C)nc(N(C)C)n1
2: O=C(Cc1cccc2ccccc12)Nc1nc2ccccc2[nH]1
3: CCCNC(=O)C1CN(S(=O)(=O)c2ccccc2)CCN1S(=O)(=O)c1ccccc1 (stereo unspecified)
4: CSC1=C(C#N)C(C)C2=C(CC(C)(C)CC2=O)N1 (stereo unspecified)
5: Cc1cc(C)c(NC(=S)N2CCC(N(C)CC3CCCO3)CC2)c(C)c1 (stereo unspecified)
6: CCOc1ccc(NC2=C(Cl)C(=O)N(Cc3ccccc3)C2=O)cc1
7: CCOC(=O)c1cc(C#N)c(N)nc1C
8: CCCCC(=O)Nc1nc2ccc(C(=O)OC)cc2s1
9: COC(=O)CCCNC(=O)OCc1ccc([N+](=O)[O-])cc1
10: CCc1nnc(NC(=O)c2ccc(S(=O)(=O)N(CCOC)CCOC)cc2)o1
screen / no.,1,2,3,4,5,6,7,8,9,10
FLuc inhib CS,-8,-2,-5,-7,-4,-5,-4,6,-4,1
Hsp70 activator,-0.3,-0.3,0.0,-0.3,-0.2,-0.3,0.1,0.2,-0.2,-0.3
STAT3 inh,6,-10,1,13,-5,11,5,9,10,-8
APP 5'UTR act,5,-9,-1,4,-16,-5,10,79,7,22
STAT1 act,99,98,106,104,118,90,94,129*,101,100
STAT1 inh,2,2,-5,-4,-20,11,7,-31,1,0
STAT3 act,99,107,102,91,108,100,98,96,99,109
NF-kB neuron act,1.3,1,1.1,0.97,1.4,1.2,0.9,2.5,1.5,0.94
APP transl inh,-5,9,1,-4,16,5,-10,-79,-7,-22
RAM inhibit,4.3,2.5,-0.5,0.0,0.6,5.0,0.3,4.3,1.2,0.7

11: COc1ccccc1NC(=O)COc1ccc(/C=N/n2cnnc2)cc1OC
12: Cn1c(=O)[nH]c2cc3ccccc3cc21
13: O=S1(=O)CCC(NC(=S)N2CCCCC2)C1 (stereo unspecified)
14: COC(=O)CN(c1ccc2c(c1)OCO2)S(C)(=O)=O
15: CCn1c(SCC(=O)Nc2nc(C)c(C)s2)nc2cccnc21
16: CCOc1ccc(CCNC(=O)c2cc3sccc3n2C)cc1OCC
17: CCOc1cc(N2CCOCC2)c(OCC)cc1NC(=O)c1ccccc1C
18: O=C(Cc1ccccc1)NCC(=O)OCC(=O)c1ccc([N+](=O)[O-])cc1
19: CN(CC(=O)Nc1ccc(N2CCOCC2)cc1)CC(=O)Nc1ccccc1C#N
20: Brc1ccc(C2=Nc3cccc4cccc(c34)N2)o1
screen / no.,11,12,13,14,15,16,17,18,19,20
FLuc inhib CS,-9,1,-5,-6,-5,-2,-4,-4,7,7
Hsp70 activator,-0.1,-0.5,-0.2,-0.2,-0.4,-0.3,0.1,-0.1,-0.5,-0.3
STAT3 inh,17,17,0,-4,4,-4,8,2,-29,-11
APP 5'UTR act,-2,-7,-16,-2,12,-2,-3,-6,-7,-8
STAT1 act,105,100,104,96,97,102,98,96,96,98
STAT1 inh,-6,0,-5,4,7,-2,2,4,5,2
STAT3 act,94,90,105,105,99,109,99,101,128,112
NF-kB neuron act,0.55,1.1,1.1,0.98,1.1,0.81,.,0.95,0.88,0.9
APP transl inh,2,7,16,2,-12,2,3,6,7,8
RAM inhibit,0.1,0.3,-1.1,2.1,5.4,1.1,0.1,0.5,-1.2,5.8

21: Cc1cccc(-n2c(C)n[nH]c2=S)c1
22: COc1cccc(C2N(c3ccccc3)CCN2c2ccccc2)c1OC
23: N#Cc1ccccc1/C=C/C(=O)N1CCOCC1
24: CCOc1ccc(NC(=O)NC(=O)N(C(C)C)S(C)(=O)=O)cc1
25: O=C(Nc1nccs1)c1ccc(COc2ccccc2Cl)o1
26: c1ccc2c(CSCc3nc4ccccc4[nH]3)cccc2c1
27: CC1(C)Cc2ccccc2C(NN=C2CCCC2)=N1
28: Cc1ccc(S(=O)(=O)CC(O)CN2CCCC2=O)cc1 (stereo unspecified)
29: C/C(Cl)=C\Cn1c(NCCCn2ccnc2)nc2c1c(=O)n(C)c(=O)n2C
30: COc1ccc(OC)c(S(=O)(=O)Nc2cnc3ccccc3c2)c1
screen / no.,21,22,23,24,25,26,27,28,29,30
FLuc inhib CS,-6,-7,-3,-4,5,15,-7,-4,-7,-7
Hsp70 activator,-0.4,0.6,-0.2,-0.5,-0.1,-0.3,-0.3,-0.1,-0.2,0.4
STAT3 inh,8,15,12,2,3,4,4,1,3,5
APP 5'UTR act,12,9,7,1,5,16,31,-3,8,3
STAT1 act,99,106,98,102,116,96,99,100,95,110
STAT1 inh,1,-7,1,-2,-20,4,2,0,5,-11
STAT3 act,94,90,94,100,103,97,99,100,101,98
NF-kB neuron act,1.1,1.2,1.2,1.2,1.8,0.96,1.1,1.3,0.86,0.91
APP transl inh,-12,-9,-7,-1,-5,-16,-31,3,-8,-3
RAM inhibit,2.3,0.6,-0.1,2.8,1.1,1.2,0.3,-0.5,0.9,-0.2

31: O=C(O)/C=C\C(=O)Nc1ccccc1C(=O)N1CCN(c2ccc(Cl)cc2)CC1
32: CCc1ccc(NC(=S)N2CCN(c3cccc(OC)c3)CC2)cc1
33: Cn1c(CNC(=O)OC(C)(C)C)n[nH]c1=S
34: COc1ccc(NC(=O)c2ccc(-c3ccccc3)cc2)cc1S(=O)(=O)N1CCOCC1
35: Cc1cccc(NC(=O)c2cc3c(n(-c4ccccc4)c2=O)CCCC3=O)n1
36: COc1ccc(C)cc1NC(=O)N1CCC(CO)(CC2CCCCO2)CC1 (stereo unspecified)
37: Cn1c(=O)c2c(nc(SCCN3CCCCC3)n2C)n(C)c1=O
38: Cc1ccc(CNC(=O)C2CCN(S(=O)(=O)c3ccc4c(c3)OCCCO4)CC2)cc1
39: COc1cc2nc(-c3ccc(Br)o3)oc(=O)c2cc1OC
40: CCn1cc(/C=N/NS(=O)(=O)c2ccc(OC)cc2)c(C)n1
screen / no.,31,32,33,34,35,36,37,38,39,40
FLuc inhib CS,-4,-4,-8,0,5,-1,-10,-5,2,-7
Hsp70 activator,-0.4,-0.3,-0.1,0.0,-0.2,-0.1,-0.1,-0.6,-0.1,-0.3
STAT3 inh,-1,6,3,31,3,-1,3,11,-2,-10
APP 5'UTR act,-1,-4,13,3,38,-17,7,-18,31,-10
STAT1 act,112,102,100,65,103,95,106,92,100,95
STAT1 inh,-13,-5,-1,38*,-3,4,-9,9,-4,5
STAT3 act,101,98,99,75,101,104,99,93,105,106
NF-kB neuron act,1.2,1.1,0.97,0.99,1.1,1.5,1.1,0.86,1,1.1
APP transl inh,1,4,-13,-3,-38,17,-7,18,-31,10
RAM inhibit,4.0,4.4,1.4,5.2,2.3,0.0,0.5,2.1,0.5,2.3

41: Cc1ccc2c(CN3CCN(CCO)CC3)cc(=O)oc2c1
42: CC(Sc1ccccc1)C(=O)N(CCC#N)Cc1cccnc1 (stereo unspecified)
43: COC(=O)c1sccc1-c1ccc(C(N)=O)o1
44: CCCOc1c(OC)cccc1C1CC(=O)Nc2cc3c(cc21)OCCO3 (stereo unspecified)
45: COc1cc(/C=C(\C#N)c2nc3ccccc3n2C)cc(OC)c1O
46: c1ccc(C(c2ccccc2)N2CCN(c3ccc4ccccc4n3)CC2)cc1
47: CC(Oc1ccccc1F)C(=O)NCCN1CCCCC1 (stereo unspecified)
48: Cc1ccc(S(=O)(=O)N2CCC(C(=O)NNC(=O)c3ccccc3)CC2)cc1
49: Cc1occc1C(=O)N1CCN(S(C)(=O)=O)CC1
50: COc1ccc(C)cc1S(=O)(=O)N(C)CC(=O)N1CCCCCC1
screen / no.,41,42,43,44,45,46,47,48,49,50
FLuc inhib CS,-5,-5,1,-2,0,-7,-10,-6,-8,-10
Hsp70 activator,-0.3,-0.1,-0.2,-0.5,-0.3,-0.3,0.0,0.1,0.0,0.3
STAT3 inh,10,-1,16,20,10,-1,7,-2,-2,9
APP 5'UTR act,1,-3,-1,3,-7,-4,0,7,7,2
STAT1 act,101,101,97,97,101,96,98,105,101,99
STAT1 inh,-2,-3,2,3,-1,5,2,-8,-1,1
STAT3 act,97,103,90,90,98,101,99,105,104,95
NF-kB neuron act,1.2,2.2,1.1,0.9,1,0.87,1.3,1,1.1,1.1
APP transl inh,-1,3,1,-3,7,4,0,-7,-7,-2
RAM inhibit,-0.3,1.5,2.1,3.8,1.7,1.6,-0.1,4.3,0.6,2.1

# Among those listed so far, these have a thiophene ring, fused or not.
16: CCOc1ccc(CCNC(=O)c2cc3sccc3n2C)cc1OCC
43: COC(=O)c1sccc1-c1ccc(C(N)=O)o1
screen / no.,16,43
FLuc inhib CS,-2,1
Hsp70 activator,-0.3,-0.2
STAT3 inh,-4,16
APP 5'UTR act,-2,-1
STAT1 act,102,97
STAT1 inh,-2,2
STAT3 act,109,90
NF-kB neuron act,0.81,1.1
APP transl inh,2,1
RAM inhibit,1.1,2.1

# Going on with the list.
51: CN1CCN(NC(=S)Nc2ccccc2)CC1
52: CN(C)/C(=N\OC(=O)c1ccccc1)c1nonc1N
53: COC(=O)CSc1nc2ncc(Cl)cc2[nH]1
54: CCOC(=O)C1=C(C)N(C)C(C)=C(C(=O)OCC)C1c1ccc(Cl)cc1
55: CCCCCCCC(=O)N/N=C(/C)c1c(O)cc(C)oc1=O
56: O=C(Nc1ccc(F)cc1)c1oc2ccccc2c1NC(=O)C1CCCC1
57: Nc1nc(SCC(=O)NCCCO)nc2sc3c(c12)CCC3
58: COc1ccc(C(=O)Nc2cc(C)nn2-c2nc3ccccc3[nH]2)c(OC)c1
59: O=C(CN1CCOCC1)Nc1cc([N+](=O)[O-])ccc1Cl
60: CCC1(c2ccccc2)NC(=O)N(Cc2cccc([N+](=O)[O-])c2)C1=O (stereo unspecified)
61: Cc1ccc(NC(=O)CSc2ccccc2NC(=O)c2ccccc2Cl)cc1Cl
62: CCOc1ccc(C(=O)Nc2nncs2)cc1OCC
screen / no.,51,52,53,54,55,56,57,58,59,60,61,62
FLuc inhib CS,-4,7,-1,1,-5,-4,-4,-2,-5,-4,-2,-4
Hsp70 activator,-0.1,-0.2,-0.2,-0.3,-0.3,0.0,0.2,0.0,-0.3,0.0,0.0,0.2
STAT3 inh,-6,2,10,3,6,30,8,17,4,5,-4,-4
APP 5'UTR act,12,-12,22,8,9,-13,9,14,2,3,4,5
STAT1 act,101,110,95,102,99,106,97,112,94,96,107,108
STAT1 inh,-3,-12,6,-3,1,-7,3,-14,5,3,-8,-9
STAT3 act,107,98,95,101,100,78,98,87,98,98,103,106
NF-kB neuron act,1.4,1.6,1,0.6,0.98,1.2,1.1,0.69,1.2,1.2,1.1,1.2
APP transl inh,-12,12,-22,-8,-9,13,-9,-14,-2,-3,-4,-5
RAM inhibit,0.4,1.2,1.7,6.1,-0.9,0.9,-0.7,3.1,1.6,1.8,2.4,1.9

# Single records, from the list above.
# CCOc1cc(N2CCOCC2)c(OCC)cc1NC(=O)c1ccccc1C is listed with FLuc inhib CS = -4; Hsp70 activator = 0.1; STAT3 inh = 8; APP 5'UTR act = -3; STAT1 act = 98; STAT1 inh = 2; STAT3 act = 99; NF-kB neuron act = .; APP transl inh = 3; RAM inhibit = 0.1
# COc1cc2nc(-c3ccc(Br)o3)oc(=O)c2cc1OC is listed with FLuc inhib CS = 2; Hsp70 activator = -0.1; STAT3 inh = -2; APP 5'UTR act = 31; STAT1 act = 100; STAT1 inh = -4; STAT3 act = 105; NF-kB neuron act = 1; APP transl inh = -31; RAM inhibit = 0.5
